High-throughput results (PubChem BioAssay)
M4 antag: blocks acetylcholine activation of human M4 receptor | P08173 | CHO-hM4 cells, ACh EC80, Fluo-8 calcium fluorescence | inhibition, % at 3 µM | hit rate 0.73% among 360,000 | AID 624125;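 active = inhibition above its plate's cutoff, the mean inhibition of sample wells plus 3 SD, cut at about 27% in these data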;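 also: 0% = acetylcholine EC80 with DMSO and 100% = DMSO without agonist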
M1 ag parental: nonselective activator or artifact in parental CHO-K1 cells | Fluo-8 calcium fluorescence; scaled to maximal ATP response, vehicle zero | activation, % at 3 µM | hit rate 0.48% among 360,000 | AID 602248; in the data active = activation above about 15%;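 also: untransfected CHO-K1 host cells lacking M1 receptor as counterscreen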
CHRM1 agonist: activates human CHRM1 receptor | CHO-K1 hM1, Fluo-8 calcium fluorescence, agonist mode; 0% DMSO, 100% acetylcholine EC100 | hit rate 0.33% among 360,000 | P11229 | AID 588814 | activation, % at 3 µM;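 active = activation above the run's mean compound activation plus 3 SD, cut at about 16% in these data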;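 also: peak over basal fluorescence ratio within a 140 s kinetic read after compound addition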
Target sequence (P11229 whole entry, looked up): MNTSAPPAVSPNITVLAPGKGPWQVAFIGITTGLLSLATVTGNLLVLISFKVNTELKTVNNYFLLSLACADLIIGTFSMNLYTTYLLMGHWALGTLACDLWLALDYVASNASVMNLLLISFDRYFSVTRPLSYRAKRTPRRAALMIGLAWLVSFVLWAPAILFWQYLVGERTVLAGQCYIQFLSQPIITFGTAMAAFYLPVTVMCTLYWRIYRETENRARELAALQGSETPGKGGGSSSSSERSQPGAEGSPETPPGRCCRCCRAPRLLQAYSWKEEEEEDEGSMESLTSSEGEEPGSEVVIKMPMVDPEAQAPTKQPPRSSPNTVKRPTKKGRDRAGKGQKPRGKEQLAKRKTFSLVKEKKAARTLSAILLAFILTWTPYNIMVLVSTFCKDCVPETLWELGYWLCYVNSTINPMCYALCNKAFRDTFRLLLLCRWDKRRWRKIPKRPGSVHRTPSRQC
OXTR potentiator: potentiates the human oxytocin receptor response | CHO-OTR cells, Fluo-8 calcium fluorescence, potentiator mode; 0% = oxytocin EC15, 100% = EC100 | activation, % at 3 µM | hit rate 0.061% among 320,000 | AID 2445;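 active = activation above that plate's cutoff, the mean activation of tested compounds plus 3 SD, cut at about 6.6% in these data, passing the limit was not always enough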;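 also: 100% uses oxytocin at 75 nM as the full agonist control; some results filed as inactive read as strong as hits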
Target sequence (P30559 whole entry, looked up): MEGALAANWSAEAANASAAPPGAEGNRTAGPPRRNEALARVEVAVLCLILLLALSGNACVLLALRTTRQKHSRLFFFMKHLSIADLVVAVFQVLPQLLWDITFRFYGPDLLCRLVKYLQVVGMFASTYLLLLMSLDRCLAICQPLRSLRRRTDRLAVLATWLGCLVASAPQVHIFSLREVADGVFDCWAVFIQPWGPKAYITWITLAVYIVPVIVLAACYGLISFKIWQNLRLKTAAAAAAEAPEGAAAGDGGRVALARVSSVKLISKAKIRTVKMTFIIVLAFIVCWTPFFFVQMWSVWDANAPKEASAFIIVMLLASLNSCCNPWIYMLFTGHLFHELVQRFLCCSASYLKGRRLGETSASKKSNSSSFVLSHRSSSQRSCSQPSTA
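Material: CHO-OTR cells, human receptor; compound dosing: single dose, 3.0 µM nominal final compound concentration; schedule: 6 min compound pre-incubation at room temperature, 100 s kinetic read; measured by: kinetic Fluo-8 calcium fluorescence; read-out basis: % activation vs EC15 and EC100 oxytocin; controls: EC15 oxytocin alone as 0%, 75 nM oxytocin as 100%; replicates: singlicate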
CHRM4 agonist: agonists of human muscarinic M4 receptor (CHRM4); P08173; CHO-K1 hM4/Gqi5, Fluo-8 calcium fluorescence; vehicle 0%, full acetylcholine response 100%; activation, % at 3 µM; hit rate 0.14% among 360,000;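 active = activation above the run mean over all test wells plus 3 SD, cut at about 32% in these data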;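 also: peak over basal fluorescence ratio per well then scaled between controls; 0% = DMSO wells and 100% = acetylcholine at EC100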
M1 PAM: potentiates human M1 receptor response to acetylcholine. hit rate 0.088% among 360,000. P11229. CHO-K1 hM1, Fluo-8 calcium fluorescence, ACh EC20; 0% = ACh EC20, 100% = maximal ACh. activation, % at 3 µM. AID 588819; in the data active = activation above about 19%, passing the limit was not always enough
CHO-K1 Ca antag: M1 antagonist counterscreen hit in parental CHO-K1 cells; ATP-induced calcium, Fluo-8 fluorescence; inhibition, % at 3 µM; hit rate 0.6% among 360,000;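 active = inhibition above a per-plate cutoff, the plate's mean sample inhibition plus 3 SD, cut at about 24% in these data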;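 also: 0% = DMSO plus EC80 ATP and 100% = DMSO alone without ATP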
CHRM1 antagonist: antagonists of human M1 muscarinic receptor; P11229; CHO-K1 hM1, Fluo-8 calcium fluorescence, ACh EC80 antagonist; inhibition, % at 3 µM; hit rate 1.3% among 360,000; AID 588852;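 active = percent inhibition above its own plate's cutoff, namely the mean of that plate's compound wells plus 3 SD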;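 also: peak over basal fluorescence ratio during 140 s after agonist addition; 0% = ACh EC80 plus DMSO and 100% = DMSO alone without agonist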
CHO parental Ca: counter-screen: ATP calcium response change in parental CHO cells; parental CHO-K1, ATP-induced calcium, Fluo-8 fluorescence; inhibition, % at 5.6 µM; hit rate 0.63% among 330,000;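 active = inhibition above that plate's mean sample inhibition plus 3 SD, cut at about 26% in these data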;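 also: 0% = ATP-challenged DMSO wells and 100% = DMSO wells without ATP; some compounds past the cut are filed as inactive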
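material = parental CHO cells | also added = ATP as calcium-mobilizing challenge | dosing = single point at 5.6 µM | detection = intracellular calcium via Fluo-8 no-wash fluorescent dye | read-out = % inhibition | benchmarks = low control ATP plus DMSO, high control DMSO only | repeats = one well per compound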
* = called active by the depositor; x = not tested or not shown.

cpd	SMILES	M4 antag	M1 ag parental	CHRM1 agonist	OXTR potentiator	CHRM4 agonist
1	CCOC(=O)c1c(NC(=O)c2cccnc2)sc(C(C)=O)c1C	6	0.1	-6	0	0
2	c1cnc(N2CC[N+]3(CCCC3)CC2)nc1	4	-0.3	-6	-3	0
3	COc1ccc(C2C(C#N)=C(N)Oc3c2oc(CO)cc3=O)c(OC)c1OC (stereo not given)	11	-0.3	0	-8	1
4	COc1ccc(/C=C/CN2CCCC(C(=O)c3ccc(OC)c(F)c3)C2)cc1 (stereo not given)	2	4.1	3	-10	10
5	CC1(C)C/C(=N\O)c2cc3c(nc2C1)CCCC3	6	0.6	-7	3	-1
6	CCn1nc(C)c(CCC(=O)O)c1C	-10	-0.3	-1	-13	1
7	O=C(NN1C(=O)C2C3CCC(O3)C2C1=O)c1ccc(Cl)cc1 (stereo not given)	-4	0.8	-1	-1	0
8	CC(=O)c1cccc(OCC(O)CN2CCN(S(=O)(=O)c3c(F)cccc3F)CC2)c1 (stereo not given)	-3	5.9	1	-3	5
9	O=C(CSc1nnnn1-c1cccnc1)Nc1ccc(F)cc1F	1	-0.2	5	-13	1
10	COc1ccc(NC(=O)c2ccc(-c3ccccc3C(F)(F)F)o2)cc1	-2	-0.2	-5	-5	1

cpd	M1 PAM	CHO-K1 Ca antag	CHRM1 antagonist	CHO parental Ca
1	2	-8	1	-12
2	-23	-3	33*	-1
3	7	5	1	-3
4	-16	-11	28	-14
5	4	-6	-7	-15
6	1	-7	-2	-11
7	9	-5	-15	8
8	-6	-6	3	-5
9	23	17	-15	-5
10	-5	-4	2	-21

Among those listed so far, these contain nitrogen in an aromatic ring.
cpd	SMILES	M4 antag	M1 ag parental	CHRM1 agonist	OXTR potentiator	CHRM4 agonist
1	CCOC(=O)c1c(NC(=O)c2cccnc2)sc(C(C)=O)c1C	6	0.1	-6	0	0
2	c1cnc(N2CC[N+]3(CCCC3)CC2)nc1	4	-0.3	-6	-3	0
5	CC1(C)C/C(=N\O)c2cc3c(nc2C1)CCCC3	6	0.6	-7	3	-1
6	CCn1nc(C)c(CCC(=O)O)c1C	-10	-0.3	-1	-13	1
9	O=C(CSc1nnnn1-c1cccnc1)Nc1ccc(F)cc1F	1	-0.2	5	-13	1

cpd	M1 PAM	CHO-K1 Ca antag	CHRM1 antagonist	CHO parental Ca
1	2	-8	1	-12
2	-23	-3	33*	-1
5	4	-6	-7	-15
6	1	-7	-2	-11
9	23	17	-15	-5

(listing goes on)
cpd	SMILES	M4 antag	M1 ag parental	CHRM1 agonist	OXTR potentiator	CHRM4 agonist
11	COc1ccc(-n2c(C)cc(C(=O)COC(=O)c3cc(OC)c(OC)cc3NC(=O)c3cccs3)c2C)cc1	-2	-0.2	-5	-9	1
12	CSc1ccccc1C(=O)OCC(=O)NC1CCCCCCC1	-18	1.5	-7	x	0
13	Cc1ccccc1N=C1SCC(=O)N1Cc1ccccc1	-13	-0.5	-8	1	-2
14	CC(OC(=O)c1nsc(Cl)c1Cl)C(=O)NCc1cccs1 (stereo not given)	-3	0.0	-4	-7	1
15	C/C(=N\Nc1cccc([N+](=O)[O-])c1)c1cc2ccccc2o1	-14	-0.1	-10	-20	0
16	COCCNC(=O)c1onc(CSc2ccc(F)c(F)c2)c1C(=O)NCCOC	-8	0.4	-4	-9	1
17	CCCCNC(=O)NCCN1CCOCC1	0	1.4	-3	8	0
18	C=CCOC(=O)C1=C(C)NC(=S)C(C#N)(CC=C)C1c1ccccc1Cl (stereo not given)	5	17*	5	-10	3
19	Cc1n[nH]c(=S)n1/N=C/c1ccc(-c2ccc(Cl)cc2)o1	1	1.1	-2	-4	0
20	CN1CCN(c2ccccc2NC(=O)C(Cc2ccccc2)n2cccc2)CC1 (stereo not given)	32*	2.0	-9	-10	6

cpd	M1 PAM	CHO-K1 Ca antag	CHRM1 antagonist	CHO parental Ca
11	2	6	3	-16
12	5	-4	-10	x
13	-10	-4	-6	-15
14	9	0	-12	-15
15	12	-20	-8	8
16	2	-12	-2	-10
17	1	-7	-1	-3
18	8	2	-1	-9
19	13	-9	-5	3
20	-11	-5	-3	3

Next part
cpd	SMILES	M4 antag	M1 ag parental	CHRM1 agonist	OXTR potentiator	CHRM4 agonist
21	COc1cc(/C=N/NC(=O)c2csc3c2CCCC3)cc(OC)c1O	10	0.9	-7	-5	1
22	CCCCSCCCNC(=O)C1CCC(CNS(=O)(=O)c2ccc(NC(C)=O)cc2)CC1 (stereo not given)	8	0.5	-2	x	1
23	Cc1ccc(C(=S)N2CCN(Cc3ccccc3)CC2)cc1	9	5.2	-7	1	19
24	COc1ccccc1CNC(=O)CCCn1nc(C)c2c(C)n(-c3ccccc3)nc2c1=O	3	-0.4	-6	-5	4
25	O=C(NC1CCCCCC1)c1ccccc1-c1ccccc1	4	0.6	-13	-1	1
26	O=C(O)C=C1CCN(c2ncc(C(F)(F)F)cc2Cl)CC1	-2	-0.1	-1	-6	0
27	COc1ccc(-n2c(Cc3cccn3C)nnc2SCC(=O)Nc2cc(Cl)ccc2OC)cc1	5	0.0	-2	-8	4
28	Cc1ccc(C)c(NC(=O)COC(=O)CCc2ccc(S(=O)(=O)N3CCOCC3)cc2)c1	3	2.9	1	-14	8
29	CCOc1ccc(NC(=O)COC(=O)C23CC4CC(CC(C4)C2)C3)c([N+](=O)[O-])c1	4	-0.1	-2	-10	0
30	CCc1ccc(C(=O)N2CCN(S(=O)(=O)c3sc(C(=O)O)c(C)c3C(=O)O)CC2)cc1	5	0.3	-3	-3	1

cpd	M1 PAM	CHO-K1 Ca antag	CHRM1 antagonist	CHO parental Ca
21	3	1	-4	-9
22	7	-13	-11	x
23	-10	16	15	-9
24	9	-19	-14	-33
25	-3	-7	-5	-20
26	-1	-4	-1	1
27	-10	16	17	-8
28	2	-19	4	-22
29	13	-12	-15	-12
30	7	-13	-5	-3

The list continues.
cpd	SMILES	M4 antag	M1 ag parental	CHRM1 agonist	OXTR potentiator	CHRM4 agonist
31	NC(=O)C1(N2CCCCC2)CCN(S(=O)(=O)c2ccc(Cl)s2)CC1	-7	0.7	1	-5	2
32	COc1cccc(NC(=O)COC(=O)c2ccc(S(=O)(=O)NCc3ccco3)cc2)c1	-3	0.9	-2	-2	4
33	CN1C[C@@H]2[C@@H]3C(=O)N(Cc4ccccc4)C(=O)[C@@H]3[C@](C)(C1=O)N2C(=O)c1ccccc1	-2	-0.1	-3	x	1
34	c1ccc2c(C3OCC4(CCCC4)CO3)cccc2c1	-5	0.6	-4	x	-1
35	CCC(=O)Nc1cc(-c2nn(C)c(=O)c3ccccc23)ccc1N1CCOCC1	-2	0.0	-3	-15	0
36	CN(C)CCOC(=O)c1ccc(COc2ccccc2Br)o1	5	14	-4	0	3
37	O=C(Nc1cc(C(F)(F)F)ccc1N1CCOCC1)c1cccc(S(=O)(=O)N2CCOCC2)c1	-2	0.7	-3	x	1
38	Cc1cc(OCC(=O)OCC(=O)NCc2cccs2)ccc1Cl	4	1.9	1	-9	10
39	COc1ccccc1-c1nc(SCC(=O)Nc2ccccc2F)n[nH]1	-12	0.8	-5	-6	2
40	O=C(NC(=S)NNC(=O)[C@H]1C[C@@H]1c1ccccc1)c1cccc(F)c1	-13	1.0	-1	-4	1

cpd	M1 PAM	CHO-K1 Ca antag	CHRM1 antagonist	CHO parental Ca
31	10	6	6	-7
32	3	-1	-8	-9
33	4	-2	-5	x
34	12	-16	-15	x
35	9	-20	-14	-18
36	-4	7	5	-9
37	8	-3	-18	x
38	2	-11	-10	-6
39	0	-10	4	-3
40	3	-4	-3	-21

(next part)
cpd	SMILES	M4 antag	M1 ag parental	CHRM1 agonist	OXTR potentiator	CHRM4 agonist
41	Cc1cc(C)n(C(=O)c2cccc(S(=O)(=O)N3CCCC3)c2)n1	-13	0.4	-3	0	0
42	Cc1cc2[nH]c(=O)c(=O)[nH]c2cc1S(=O)(=O)N1CCN(c2cccc(C(F)(F)F)c2)CC1	4	-0.3	4	-6	0
43	CN(C)c1ccc(/C=N/N2C(=O)c3ccccc3C2=O)cc1	9	0.9	-3	-18	0
44	O=C(Cn1ncc2c1-c1ccccc1OC2)Nc1ccc(S(=O)(=O)N2CCCCC2)cc1	-4	-0.5	3	-7	7
45	CC(C)Cc1nnc(NC(=O)C2=COCCO2)s1	-16	0.0	-1	-5	2
46	CC1CCN(c2cc(N3CCOCC3)c(F)cc2[N+](=O)[O-])CC1	3	-0.1	-4	-14	-1
47	OCC(CO)(CO)N=Cc1c(O)ccc2ccccc12	-3	0.2	0	4	1
48	O=C(CCN1CCCC1=O)NC1CCCc2c1cnn2-c1ccc(F)cc1F (stereo not given)	3	0.7	-3	-7	2
49	CCCC(=O)N1CCc2cc(OC)c(OC)cc2C1COc1ccccc1OC (stereo not given)	-8	1.0	-3	0	5
50	COC(=O)c1ccc(SCC(=O)N2CCC(C)CC2)c([N+](=O)[O-])c1	3	1.3	-10	0	2
51	CC1=CC2=NC(=O)/C(=C\c3cn(C)c4ccccc34)C(=N)N2O1	-6	-0.3	-10	-12	1
52	C#CCOC(=O)CN1C(=O)c2cccc3cccc(c23)C1=O	4	0.6	-1	5	1

cpd	M1 PAM	CHO-K1 Ca antag	CHRM1 antagonist	CHO parental Ca
41	2	-35	-6	0
42	9	3	-4	3
43	3	-5	-4	-2
44	15	21	-10	-3
45	8	-13	-8	-9
46	-3	-15	-21	-13
47	13	-11	-13	-12
48	10	-7	-11	-6
49	-3	-10	7	-19
50	4	-1	-14	-13
51	3	-10	-7	-13
52	5	4	-7	-16
